AID inh = inhibitors of human activation induced cytidine deaminase. Potency, µM (top dose mostly 115 µM), for inactives: at the top dose activity change, negative = inhibition, hits mostly inhibitors. 91,000 tested, 0.32% active. Q9GZX7. AID deamination FRET fluorescence, UDG-coupled, 4 h; note: nearly all actives have a fitted effect of over 25% in size
Target sequence (Q9GZX7 whole entry, looked up): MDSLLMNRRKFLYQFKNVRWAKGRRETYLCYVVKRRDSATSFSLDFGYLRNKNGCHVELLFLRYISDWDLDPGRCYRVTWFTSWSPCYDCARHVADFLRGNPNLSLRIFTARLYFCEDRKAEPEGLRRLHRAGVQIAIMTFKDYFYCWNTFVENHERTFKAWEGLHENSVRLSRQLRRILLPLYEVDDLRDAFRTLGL
UDG counter = blocks uracil-DNA glycosylase in AID counter-screen. FRET deamination/UDG coupled assay, UDG read, 4 h. Potency, µM (titrated, usually from 115 µM), for the others: at the top dose activity change, negative = inhibition, most hits filed as inhibitors. 91,000 tested, 0.14% active; note: nearly all actives have a fitted effect of over 65% in size
* hit, by the source's call; ? = inconclusive; & = joins results of further samples; [ ] = another dose, or the depositor's remark. Calls come from the whole dose curve; as a rule, active = well fitted curve in the direction sought with a large enough effect; inconclusive = small, poorly fitted or top-dose-only effect, or another doubt; inactive = no such curve, though single readings can be large; an effect the other way counts as inactive or inconclusive. % is set by controls: 0 for no effect and ±100 for the full control effect; potency is the fitted concentration of half-maximal effect.

no. | SMILES | AID inh | UDG counter
1 | Cc1ccccc1-c1nc(C(N)=O)c2c(n1)n(-c1ccc3c(c1)OCO3)c(=O)n2C | 16.9% | 0.8%
2 | O=C(NCc1cccc(F)c1)C1CCN(C(=O)c2sccc2-n2cccc2)CC1 | 5.0% | -6.8%
3 | CC(=O)c1c(C)[nH]c(C(=O)Cn2cnc3ccc(Cl)cc3c2=O)c1C | -2.5% | -9.4%
4 | O=C(CSc1nc2cc(Cl)ccc2s1)N1CCC(Cc2ccccc2)CC1 | -15.4% | -9.7%
5 | O=C(C1CCCN(S(=O)(=O)c2cccc3nonc23)C1)N1CCN(c2cccc(Cl)c2)CC1 (centres undefined) | ? | -17.6%
6 | Cc1cc(C(F)(F)F)nc(SCC(=O)c2ccccc2)n1 | -15.0% | -12.2%
7 | Cc1ccc(-c2c(CN3CCN(c4cccc(C)c4C)CC3)csc2C)cc1 | 35.9%[activator] | 3.9%
8 | COc1ccc(NC(=O)Cn2c(=O)n(CCCC(=O)NCc3ccccc3OC)c(=O)c3ccccc32)cc1Cl | 17.6% | -1.3%
9 | CCOc1ccc(CC(=O)NCCS(=O)(=O)N2CCN(c3ccc(OC)cc3)CC2)cc1 | 10.0% | 4.0%
10 | CCOc1ccc(C2(c3ccccc3OC)CCCC2)cc1 | -9.2% | -0.1%
11 | O=C(COCc1nc2ccccc2s1)N1CCN(C2CCS(=O)(=O)C2)CC1 (centres undefined) | 4.1% | 0.2%
12 | COc1cc(NC(=O)N2CCC(CN3CCCCCC3)CC2)cc(OC)c1OC | 0.9% | -1.5%
13 | CCC1CN(S(=O)(=O)c2cc(-c3cc(C)no3)ccc2C)c2cc(C)ccc2O1 (centres undefined) | -18.0% | -7.5%
14 | COc1ccc(NC(=O)C2CCCN(C(=O)c3cnn(-c4ccc(F)cc4)c3-n3cccc3)C2)cc1 (centres undefined) | -8.2% | 10.1%
15 | CC1CCN(CCCNC(=O)CN2C(=O)CSc3ccc(S(=O)(=O)N4CCCCC4)cc32)CC1 | -13.9% | -3.2%
16 | Cc1ccc(NC(=O)CC(C)(C)CC(=O)O)c(C)c1 | 5.2% | -3.0%
17 | CCOC(=O)c1cc(-c2ccc(S(=O)(=O)Nc3cccc(Cl)c3C)s2)on1 | -4.2% | 9.4%
18 | Cc1ccc(-c2c(C(=O)N3CCN(c4cc(Cl)ccc4C)CC3)oc(=O)c3ccccc23)cc1 | 7.5% | -1.4%
19 | Cc1oc(-c2nc(C#N)c(NCc3cccnc3)o2)cc1S(=O)(=O)N(C)c1ccccc1 | 6.5% | 5.2%
20 | O=C(CCn1cnc2onc(-c3ccc(F)cc3)c2c1=O)N1CCN(c2ccccc2)CC1 | -9.1% | 4.3%

Other records
no. | SMILES | AID inh | UDG counter
21 | CCOc1ccc(C(=O)Nc2ccc3nc(SCC(=O)N4CCCC4)sc3c2)cc1 | 8.1% | 4.0%[57.5 µM]
22 | CCc1ccccc1NC(=O)N1CCC(CN2CCc3ccccc3C2)CC1 | 7.4% | -3.6%
23 | O=C(NCCc1cnc(-c2ccccc2)[nH]1)c1ccc(Br)cc1 | -3.2% | -5.2%
24 | Cc1ccc(-c2cc(C(=O)NCc3ccccc3Cl)c3ccccc3n2)cc1C | 16.6% | -12.8%
25 | CCOc1ccccc1NC(=O)c1c(NCc2cccs2)sc2c1CCC(C)C2 (centres undefined) | 16.1% | -9.2%
26 | CCCc1nnc(N2C(=O)c3oc4ccc(F)cc4c(=O)c3C2c2ccc(C(=O)OC)cc2)s1 (centres undefined) | 0.9% | 26.7%
27 | CCCN(CCC)C(=O)Cn1c(SCc2cccc(C(F)(F)F)c2)nc2cccnc21 | -18.6% | -5.6%[57.5 µM]
28 | Clc1ccc2c(NN=C3CCCCC3)ccnc2c1 | -6.0% | -22.6%
29 | COc1cccc(NC(=O)Cn2nc3c4ccccc4n(Cc4cccc(F)c4)cc-3c2=O)c1 | 1.0% | -6.2%[57.5 µM]
30 | Cc1ccc(-n2nc(C)c(C(=O)NCCCN3CCN(c4ccccc4F)CC3)c2-n2cccc2)cc1 | ? | -10.0%[57.5 µM]
31 | Cc1c(Cl)c(CSc2nccn2C)nc2ccccc12 | -9.6% | 1.4%
32 | COCCNC(=O)Cn1c(-c2cccs2)cc2cc(Cl)ccc21 | 0.1% | -3.0%
33 | COc1ccc(NC(=O)NCCc2c(C)nn(C)c2C)c(OC)c1 | -2.6% | -1.1%
34 | CCc1ccc(NC(=O)COC(=O)CCCC2=NS(=O)(=O)c3ccccc3N2)cc1 | 31.5%[activator] | -2.9%
35 | O=C1C=C(c2ccccc2)CC(c2ccc(Br)cc2)C1 (centres undefined) | -14.6% | -6.4%
36 | COC(=O)c1ccc(Cl)cc1NC(=O)N1CC(C)Oc2ccc(C)cc21 (centres undefined) | 0.5% | -1.1%
37 | COc1cc(C(=O)NCC(c2cccs2)S(=O)(=O)c2ccc(F)cc2)cc(OC)c1OC (centres undefined) | 15.4% | ?
38 | CCc1ccccc1Nc1ncnc2c1cnn2-c1ccc(C)cc1C | -8.3% | -3.5%
39 | CCOCCc1nn2c(=O)cc(COC(=O)c3ccco3)nc2s1 | 7.7% | -2.2%
40 | CC(C(=O)Nc1ccc(F)c(Cl)c1)N1Cc2ccccc2C1=O (centres undefined) | -11.0% | 0.0%

New compounds follow:
no. | SMILES | AID inh | UDG counter
41 | COc1ccc(NS(=O)(=O)c2cc(-c3cnc(C)o3)ccc2OC)cc1 | -6.6% | 1.6%
42 | O[Si](CCCN1CCCCC1)(c1ccc(F)cc1)C1CCCCC1 (centres undefined) | -14.9% | -3.8%
43 | CCn1c(=O)cc(SCC(=O)NCCc2ccc(Cl)cc2)c2ccccc21 | ? | -18.9%
44 | CNC(=O)CSC12CC3CC(CC(C3)C1)C2 | -3.1% | -6.2%
45 | COc1ccc(NC(=O)Cn2cc(S(=O)(=O)N3CCN(c4ccccc4F)CC3)c3ccccc3c2=O)cc1Cl | -10.1% | -17.1%
46 | Cc1ccc(C)c(CN2C(=O)c3ccccc3S(=O)c3ccc(C(=O)N4CCN(c5cccc(Cl)c5)CC4)cc32)c1 (centres undefined) | -9.8% | -5.4%
47 | Cc1cccc(C(=O)N2CCN(Cc3ccc(-c4cccc(F)c4)s3)CC2)n1 | -5.5% | -0.5%
48 | Cc1ccc(Cl)cc1N1CCN(C(=O)CCS(=O)(=O)c2ccc3c(c2)oc(=O)n3C)CC1 | -2.8%[57.5 µM] | -3.4%[57.5 µM]
49 | O=S(=O)(NCc1ccc2c(c1)OCCO2)c1ccccc1Cl | 7.6% | 4.3%
50 | Cc1ccc(CNC2C3CC4CC(C3)CC2C4)cc1 (centres undefined) | -5.2% | 1.5%
51 | COCCN(CCOC)C(=O)C(C)(C)c1ccccc1 | 9.5% | 7.1%
52 | Cc1ccccc1CCNC(=O)c1ccc2c(c1)c(C)c(C)n2Cc1ccccc1 | -5.6% | 40.2%[activator]
53 | CN(C)CCN(Cc1ccccc1F)C(=O)c1cccc(S(C)(=O)=O)c1 | -0.2% | -4.7%
54 | Cc1cccc(C)c1NC(=O)Cn1c(=O)cc(C(=O)N2CCCCC2)c2ccccc21 | 1.2% | 3.3%
55 | CC(=O)c1ccc(N2CCN(C(=O)CCc3ncc(-c4ccc(C)c(C)c4)o3)CC2)c(F)c1 | -6.6% | -4.7%
56 | Cc1cccc(CCNC(=O)CCc2c(C)nc3c4c(C)cc(C)nc4nn3c2C)c1 | -5.5% | -3.4%
57 | COc1cccc(-c2nnc(SCC(=O)NC3CCCCC3)o2)c1 | -2.4% | -2.5%
58 | Cc1ccc(-c2cc(C(=O)NC3CCCC3)c3cc(Br)ccc3n2)cc1C | 3.2% | 2.5%
59 | CC(C)C(C)NC(=O)CCC(=O)c1ccc2c(c1)CCCC2 (centres undefined) | -4.6% | 6.0%
60 | N#Cc1ccc(N)c(C(F)(F)F)c1 | -1.2% | 7.7%

(continued)
no. | SMILES | AID inh | UDG counter
61 | O=C(CCc1ncc(-c2ccccc2Cl)o1)Nc1ccccc1 | -3.8% | -0.1%
62 | O=C(CS(=O)(=O)c1cccc2nsnc12)Nc1ccccc1Cl | -8.1% | 0.0%
63 | COc1cccc(CNC(=O)CSc2ccc(-c3sc(-c4ccccc4)nc3C)nn2)c1 | ? | 10.8%
64 | COc1ccc2c(c1)c1c(c(=O)n(-c3ccccc3)c(=O)n1CC(=O)NCc1ccc(C)cc1)n2C | -2.0% | 11.1%
65 | CC(=O)c1cccc(NC(=O)c2nc(-c3ccccc3)n(-c3cccc(Cl)c3)n2)c1 | -23.8% | ?
66 | Cc1ccc(NS(=O)(=O)c2ccc3nc(-c4ccccc4)[nH]c3c2)c(Cl)c1 | 16.7% | -2.5%
67 | CCOc1ccc(NS(=O)(=O)c2ccc3[nH]cc(C(=O)NCCc4ccccc4)c(=O)c3c2)cc1 | 16.9% | -0.2%
68 | CCOc1ccccc1NC(=O)c1c(NC(=O)C(C)Oc2ccc(Cl)cc2)sc2c1CCCCC2 (centres undefined) | ? | -15.4%
69 | COc1ccc(NC(=O)CCc2nc3cccnc3n2Cc2cccs2)c(OC)c1 | 150.1%[activator] | 3.0%
70 | CCOCCc1nn2c(=O)cc(COC(=O)COc3ccccc3Cl)nc2s1 | 15.4% | 2.9%
71 | COc1ccccc1/C=C/C(=O)C(C#N)c1ccc(C(F)(F)F)cn1 (centres undefined) | -2.7% | 0.1%
72 | Cc1cc(C)cc(NC(=O)Nc2ccccc2OCc2cc(=O)n3ccccc3n2)c1 | 4.8% | 7.4%
73 | CCC(=O)Nc1cccc(-c2nc3cc(C)ccc3o2)c1 | -6.2%&-4.3% | 3.5%&-0.8%
74 | CCCCNc1nc2c(c(=O)n(Cc3ccc(Cl)c(Cl)c3)c(=O)n2C)n1C | ? | -0.8%
75 | CCN(C(=O)CN(C)S(=O)(=O)c1ccc2c(c1)n(C)c(=O)c(=O)n2C)c1cccc(C)c1 | -27.7% | -10.4%
76 | CC(SCc1ccccc1)C(=O)NCc1ccco1 (centres undefined) | 4.1% | 2.7%
77 | O=C(CN1C(=O)c2cccnc2Sc2ccccc21)N1CCN(C2CCCCC2)CC1 | -15.3% | -4.1%
78 | CCOc1cc(C2NC(=O)c3c(sc4c3CCN(C)C4)N2)ccc1OC(=O)c1ccc(Br)cc1 (centres undefined) | 236.5%[activator] | -10.1%
79 | COCCCNC(=O)c1c(NC(=O)c2cc(=O)c3ccccc3o2)sc2c1CCCC2 | 32.2%[activator] | -9.6%
80 | Cc1ccc(CCNC(=O)c2c(C)nn(-c3ccc(F)cc3)c2-n2cccc2)cc1 | ? | 1.3%

Quoted from above, compounds 61 to 65
no. | SMILES | AID inh | UDG counter
61 | O=C(CCc1ncc(-c2ccccc2Cl)o1)Nc1ccccc1 | -3.8% | -0.1%
62 | O=C(CS(=O)(=O)c1cccc2nsnc12)Nc1ccccc1Cl | -8.1% | 0.0%
63 | COc1cccc(CNC(=O)CSc2ccc(-c3sc(-c4ccccc4)nc3C)nn2)c1 | ? | 10.8%
64 | COc1ccc2c(c1)c1c(c(=O)n(-c3ccccc3)c(=O)n1CC(=O)NCc1ccc(C)cc1)n2C | -2.0% | 11.1%
65 | CC(=O)c1cccc(NC(=O)c2nc(-c3ccccc3)n(-c3cccc(Cl)c3)n2)c1 | -23.8% | ?

The list goes on:
no. | SMILES | AID inh | UDG counter
81 | CN(C1CCCCC1)S(=O)(=O)c1ccc(C(=O)Nc2sc3c(c2C(N)=O)CC(C)(C)NC3(C)C)cc1 | 15.8% | -1.3%
82 | CCOc1ccc(S(=O)(=O)NCCc2csc3nc(-c4cccc(C)c4)nn23)cc1 | 1.1% | 6.3%[57.5 µM]
83 | CCNC(=O)C1CCCN(C(=O)CCc2c(C)c3ccc(OC)cc3oc2=O)C1 (centres undefined) | 0.4% | 3.5%
84 | CCCn1c(NCc2ccc(C)cc2)nc2c1c(=O)n(C)c(=O)n2C | -4.4% | 3.5%
85 | COC(=O)c1cc(-c2ccco2)nc2onc(-c3ccccc3)c12 | 8.4% | 1.3%
86 | CSc1ccc(NC(=O)c2ccc3c(c2)NC(=O)CS3)cc1 | 0.2% | -2.2%
87 | O=C(NN=C1CCCCC1)c1ccncc1 | 1.6% | -0.7%
88 | CCC(CC)NC(=O)COc1ncnc2ccc(Br)cc12 | -1.3% | 0.9%
89 | C=CCSc1nc2c(c(=O)[nH]c(=O)n2C)n1Cc1ccccc1Cl | -7.3% | 3.9%
90 | CCOC(=O)c1[nH]c(C)c(CCC(=O)Nc2ccc(N(CC)CC)cc2C)c1C | -1.4% | 4.3%
91 | CC1(C)Cc2c(C#N)c(OCC(=O)Nc3cccc(Cl)c3)nc(N3CCOCC3)c2CO1 | -12.9% | -3.4%
92 | CC1CCCCC1NC(=S)NCc1ccccc1 (centres undefined) | -4.0% | -6.7%
93 | Cc1ccc(-c2noc(-c3ccc(Br)cc3)n2)cc1 | 4.1% | 5.4%
94 | Cn1c(-c2ccccc2)c(C(=O)CSc2ncc(C(F)(F)F)cc2Cl)c2ccccc21 | -7.6% | -7.4%
95 | COc1ccc(/C=C/c2noc(-c3ccccc3O)n2)cc1OC | 11.8% | ?
96 | CCN(CC)c1ccc(N=Cc2c3ccccc3cc3ccccc23)cc1 | -2.2% | -1.7%
97 | Cn1cc(S(=O)(=O)N2CCCCC2)cc1C(=O)Nc1cccc(C#N)c1 | 0.9% | -8.2%
98 | CCCCn1c(SCC(=O)NCc2ccc(C)cc2)nc2c(sc3ccccc32)c1=O | 9.4% | 5.8%
99 | Cc1oc2cc(O)ccc2c(=O)c1-c1nc2ccccc2s1 | 53.6%[activator] | 12.4%
100 | COc1ccc(NC(=O)c2cnn(-c3ccc(C)cc3)c2-n2cccc2)cc1Cl | 6.2% | -0.9%[57.5 µM]
101 | CC(C)N(C(=O)Cn1c(CN2CCCCCC2)nc2ccccc21)c1ccccc1 | -11.8% | -4.1%
102 | COCCn1ccc2nc(C)c(C(=O)N3CCN(c4ccccc4)CC3)cc2c1=O | -11.5% | -11.9%
103 | Cc1ccc(C(=O)C(C)n2cnc3c2c(=O)n(C)c(=O)n3C)cc1 (centres undefined) | -4.1% | -2.5%

Assay outcomes (PubChem BioAssay)

The list is partial; the hit share may differ from the screen's.
